HEK293 tox = Cytotoxic Profiling in HEK 293 Cell Line of Diverse Libraries Using Quantitative High-Throughput Screening; HEK 293 viability, ATP luminescence (CellTiter-Glo), 48-72 h; Potency, µM (top dose mostly 115 µM), for the others: at the highest dose activity change, negative = cytotoxicity, actives largely listed as inhibitors; 94,000 compounds, 6.6% hits; AID 1345083, 2018; also: potency is read from the fitted curve at half-maximal effect; nearly all actives have a fitted effect of over 60% in size
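Cells seeded first (HEK 293, 250 cells/well), then compound added by pintool. Incubation ran 48 or 72 hr at 37 degree Celsius. CellTiter-Glo was added and luminescence imaged after 10 min at room temperature.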
GPT2 inh = Primary qHTS assay for inhibitors of Glutamate pyruvate transaminase 2 (GPT2); Recombinant GPT2, coupled pyruvate oxidase/HRP Amplex Red fluorescence; Potency, µM (series often up to 57.7 µM), inactives show top-dose activity change, negative = inhibition, usual class: inhibitors; 100,000 compounds, 0.25% hits; also: potency is read from the fitted curve at half-maximal effect; nearly all actives have a fitted effect of over 60% in size; many of its hits are not listed in these tables
Target sequence (Q8TD30 whole entry, looked up): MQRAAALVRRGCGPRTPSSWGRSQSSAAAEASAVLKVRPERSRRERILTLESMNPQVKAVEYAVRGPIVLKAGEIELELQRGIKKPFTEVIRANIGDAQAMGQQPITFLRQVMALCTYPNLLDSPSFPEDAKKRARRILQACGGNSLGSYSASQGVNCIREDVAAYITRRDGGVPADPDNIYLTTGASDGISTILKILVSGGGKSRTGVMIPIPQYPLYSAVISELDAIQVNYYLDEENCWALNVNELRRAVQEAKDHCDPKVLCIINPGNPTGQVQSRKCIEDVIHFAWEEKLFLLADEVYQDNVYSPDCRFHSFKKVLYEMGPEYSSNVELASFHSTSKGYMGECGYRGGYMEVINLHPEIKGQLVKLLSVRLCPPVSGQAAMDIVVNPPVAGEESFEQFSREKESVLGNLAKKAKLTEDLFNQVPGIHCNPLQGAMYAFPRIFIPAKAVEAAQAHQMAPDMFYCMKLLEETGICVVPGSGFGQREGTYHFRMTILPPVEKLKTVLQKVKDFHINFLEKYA
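Recombinant GPT2 (10ng/uL) with 250uM a-KG and 2mM L-alanine, 30 min at room temperature, in HEPES pH 7.5 buffer. Pyruvate detected by pyruvate oxidase/HRP/Amplex Red fluorescence after 30 min in the dark; AOA (50uM) as positive control.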
HEK293 viab = GF-AFC viability counterscreen for inhibitors of alpha-synuclein gene (SNCA) expression | HEK-293-SNCA-luc viability, GF-AFC fluorescence, 24 h | 150,000 compounds, 0.12% hits | Potency, µM (titrated, usually from 57.1 µM), for the others: top-dose activity change, negative = cytotoxicity, hits mostly cytotoxic;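 also: potency is read from the fitted curve at half-maximal effect; 0% = DMSO-treated cells and -100% = medium-only wells without cells; nearly all actives have a fitted effect of over 30% in size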
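HEK-293-SNCA-luc cells (1500/well) plated 24 h, then exposed 24 h to a dilution series; GF-AFC added 30 min at 37C, fluorescence 405/540 nm; normalised to medium-only and DMSO wells, Hill fit.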
IP6K1 inhibitor = Primary qHTS assay for small molecule inhibitors of Inositol hexaphosphate kinase 1 (IP6K1); Inositol hexakisphosphate kinase 1 (Homo sapiens), Q92551; IP6K1 kinase, ADP-Glo luminescence, 2 h; hits give low values; activity change, % (series mostly up to about 58 µM); 140,000 compounds, 0.81% hits; AID 1645851, 2021; in the data active = activity change below about -25%
Target sequence (Q92551 whole entry, looked up): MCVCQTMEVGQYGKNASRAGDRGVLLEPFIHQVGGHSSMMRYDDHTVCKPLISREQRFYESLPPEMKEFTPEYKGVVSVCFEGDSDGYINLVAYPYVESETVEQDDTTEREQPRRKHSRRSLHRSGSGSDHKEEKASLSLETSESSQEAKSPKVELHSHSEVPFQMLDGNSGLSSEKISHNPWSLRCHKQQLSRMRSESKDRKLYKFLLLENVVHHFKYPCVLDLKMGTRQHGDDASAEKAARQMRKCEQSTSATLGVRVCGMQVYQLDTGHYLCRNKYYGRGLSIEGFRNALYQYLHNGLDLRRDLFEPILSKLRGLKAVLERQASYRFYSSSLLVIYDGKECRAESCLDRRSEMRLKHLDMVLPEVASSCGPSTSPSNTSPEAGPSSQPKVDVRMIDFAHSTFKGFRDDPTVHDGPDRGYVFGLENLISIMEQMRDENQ
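ADP-Glo luminescence measures ADP made by human IP6K1 during a 2 h RT reaction with ATP/IP6 (mix at 1.3 mM/130 uM); top library doses 57.5 and 19.1 uM final.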
SNCA expr inh = Primary qHTS assay for inhibitors of alpha-synuclein gene (SNCA) expression | 140,000 compounds, 0.17% hits | AID 1671194, 2021 | HEK-293 SNCA-luciferase knock-in, luminescence, 24 h | Potency, µM (highest dose often 57.2 µM), inactives show at the highest dose activity change, negative = inhibition, hits mostly inhibitors;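 also: potency is read from the fitted curve at half-maximal effect; plate controls were DMSO cells for no effect and cell-free wells for full effect; nearly all actives have a fitted effect of over 45% in size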
NIH3T3 tox = Cytotoxic Profiling in NIH 3T3 Cell Line of Diverse Libraries Using Quantitative High-Throughput Screening; NIH 3T3 viability, CellTiter-Glo ATP luminescence, 48-72 h; 94,000 compounds, 4.3% hits; Potency, µM (series often up to 96.7 µM), for inactives: at the top dose activity change, negative = cytotoxicity, actives largely listed as inhibitors; AID 1345082, 2018; also: potency is read from the fitted curve at half-maximal effect; nearly all actives have a fitted effect of over 55% in size
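ATP-dependent luminescence (CellTiter-Glo) served as the viability signal for NIH 3T3 cells treated with compound for 48 or 72 hr at 37 °C.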
FLuc inh = Firefly luciferase inhibition profiling of diverse chemical library using quantitative high-throughput screening | 76,000 compounds, 2.5% hits | Luciferin 4-monooxygenase (Photinus pyralis), P08659 | purified P. pyralis luciferase, luminescence, biochemical | Potency, µM (top dose mostly 115 µM), for inactives: at the top dose activity change, negative = inhibition, most hits filed as inhibitors; also: potency is read from the fitted curve at half-maximal effect; nearly all actives have a fitted effect of over 65% in size
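Luminescence read by CCD imager after adding enzyme (10nM final) to wells holding compound, titrated in qHTS. Substrates 10uM each D-luciferin and ATP; buffer 50mM Tris acetate pH 7.5, 10mM Mg acetate, Tween-20, BSA.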
* = called active by the depositor; i = inactive; ? = inconclusive; . = not tested or not shown; & = joins results of further samples; [ ] = dose if it differs, or a comment. Unless noted, calls follow the shape of the dose curve; as a rule, active = well fitted curve in the direction sought with a large enough effect; inconclusive = small, poorly fitted or top-dose-only effect, or another doubt; inactive = no such curve, though single readings can be large; an effect the other way counts as inactive or inconclusive. Unless noted, % is scaled to controls: 0 for no effect and ±100 for the full control effect.

Sample of the layout, 2 compounds:
SMILES,HEK293 tox,GPT2 inh,HEK293 viab,IP6K1 inhibitor,SNCA expr inh,NIH3T3 tox,FLuc inh
O=C(C1CC1)N1CCN2C(=O)N(Cc3ccc(F)cc3)C[C@H]2C1,3%[172 µM],-1%[88.5 µM],4%[87.6 µM],-7,-1%[87.6 µM],i,12%[172 µM]
O=C(NC1CCc2n[nH]c(=O)n2CC1)c1ccc(Cn2ccnc2)o1 (configuration not stated),i,-11%,1%,-11,13%,i,10%

All compounds of this part, from the start:
SMILES,HEK293 tox,GPT2 inh,HEK293 viab,IP6K1 inhibitor,SNCA expr inh,NIH3T3 tox,FLuc inh
O=C(C1CC1)N1CCN2C(=O)N(Cc3ccc(F)cc3)C[C@H]2C1,3%[172 µM],-1%[88.5 µM],4%[87.6 µM],-7,-1%[87.6 µM],i,12%[172 µM]
O=C(NC1CCc2n[nH]c(=O)n2CC1)c1ccc(Cn2ccnc2)o1 (configuration not stated),i,-11%,1%,-11,13%,i,10%
Cc1ccccc1-c1nccc2c(=O)cc(-c3ccncc3)oc12,100µM*,-9%[88.5 µM],-23%[87.6 µM],-17,?,?,-2%[172 µM]
O=[S+]([O-])(Nc1nncs1)c1ccc2c(c1)OCCN(Cc1ccsc1)C2,-17%[172 µM],2%[88.5 µM],0%[87.6 µM],-3,2%[87.6 µM],?,-11%[172 µM]
CN(C)Cc1cc(CC2(NCc3ccncc3)COC2)no1,0%[172 µM],2%[88.5 µM],4%[87.6 µM],-5,-29%[87.6 µM],-1%[174 µM],-1%[172 µM]
COc1ccc(-c2c(C)nn3c4c(cnc23)C(=O)CC(c2ccc(C)cc2)C4)cc1 (configuration not stated),.,.,7%,-3,?,.,.
COC1C(=O)N(c2cccc(F)c2)C12CCN(S(=O)(=O)c1c(C)nn(C)c1C)CC2 (configuration not stated),?,3%,3%,-6,-21%,-21%,-5%
COc1ccc(Cl)cc1NC(=O)CN(C)S(=O)(=O)c1ccc(Br)s1,.,.,3%,-26*,?,.,.
Cc1nn(C)c(C)c1S(=O)(=O)N(CC(=O)N1CCN(c2ccccc2)CC1)c1ccc(C(C)C)cc1,.,.,8%,25,32%[activator],.,.
COc1cc(-c2ccnc3nc(CC(C)C)nn23)cc(OC)c1OC,?,i,0%,-3,7%,?,4%
O=C(NCc1cccc(C(F)(F)F)c1)c1ccc2oc(-c3ccccn3)nc2c1,2%,-12%,1%,-5,7%,-6%,.
NC1=NC(c2cccc(Cl)c2)n2c(nc3ccccc32)N1 (configuration not stated),.,.,-14%,12,-5%,.,.
COc1ccc(-c2nc(CC3CCNC3)no2)cc1 (configuration not stated),-13%,i,8%,-2,150%[activator],?,-13%
CC(=O)Nc1ccc(NC(=O)C2c3ccccc3C(=O)N(C3CCCC3)C23CCCC3)cc1 (configuration not stated),-7%,?,-3%,9,1%,-16%,0%
NC(=O)[C@@H]1CCCN1CC[C@H]1CN(C(=O)Nc2ccccc2)CC[C@H]1CC(=O)O,4%[172 µM],i,0%[87.6 µM],8,47%[activator][87.6 µM],3%[174 µM],-20%[172 µM]
CC1(c2noc(C3(C)CCOCC3)n2)CCNCC1,-3%,i,16%,-6,38%[activator],3%,-6%
O=C(O)c1ccccc1C(=O)Nc1ccc(Br)c2cccnc12,.,.,8%,-23,33%[activator],.,.
COC1=CC(=O)O[C@@H](CCc2ccccc2)[C@@H]1O,.,4%,0%,3,.,.,.
Cc1cc(Br)cc(C)c1OCC(=O)Nc1ccc(S(=O)(=O)Nc2ncccn2)cc1,.,.,-5%,-7,5%,.,.
COc1ccc(NC(=O)c2oc3c(c2C)-c2nn(Cc4c(F)cccc4Cl)cc2CC3)c(OC)c1,.,.,7%,-9,0%,.,.
O=C(c1cnn2cccnc12)N(Cc1ccncc1)Cc1cccc(OCCc2ccc(F)cc2)c1,?,-18%,-12%,10,-15%,?,-18%
COc1cc(OC)cc(C(=O)N2CCC(c3n[nH]c(=O)n3Cc3ccc(F)cc3)CC2)c1,1%,1%,0%,-9,-12%,18µM*,5%
COc1ccc(-c2noc([C@@H]3CCCN3Cc3ccccc3OC)n2)cn1,?,-6%[88.5 µM],-10%[87.6 µM],1,5%[87.6 µM],?,-17%[172 µM]
O=[S+]([O-])(Nc1cccnc1)c1ccc2c(c1)OCCN(Cc1cncc(F)c1)C2,-9%[172 µM],-4%[88.5 µM],6%[87.6 µM],-1,-19%[87.6 µM],45µM*,12%[172 µM]
COc1ccc(NC(=O)c2cnc(Nc3ccc(C)c(Cl)c3)c3ccccc23)c(OC)c1,.,.,-4%,3,-6%,.,.

Ordered by length of the SMILES (highest first): 3 of the compounds above.
SMILES,HEK293 tox,GPT2 inh,HEK293 viab,IP6K1 inhibitor,SNCA expr inh,NIH3T3 tox,FLuc inh
Cc1nn(C)c(C)c1S(=O)(=O)N(CC(=O)N1CCN(c2ccccc2)CC1)c1ccc(C(C)C)cc1,.,.,8%,25,32%[activator],.,.
COc1ccc(NC(=O)c2cnc(Nc3ccc(C)c(Cl)c3)c3ccccc23)c(OC)c1,.,.,-4%,3,-6%,.,.
O=C(C1CC1)N1CCN2C(=O)N(Cc3ccc(F)cc3)C[C@H]2C1,3%[172 µM],-1%[88.5 µM],4%[87.6 µM],-7,-1%[87.6 µM],i,12%[172 µM]

Remaining list, next part.
SMILES,HEK293 tox,GPT2 inh,HEK293 viab,IP6K1 inhibitor,SNCA expr inh,NIH3T3 tox,FLuc inh
Cc1cc(C)cc(-c2ccc(CN3CCCC(NC(=O)c4ccccc4Cl)C3)cc2)c1 (configuration not stated),?,?,1%[12.5 µM],16,-3%,?,.
CC(=O)Nc1ccc(NC(=O)C2(c3cccs3)CCOCC2)cc1,.,.,14%,4,20%,.,.
Cc1ccc(Cl)cc1N1CCN(CCNC(=O)Nc2ccccc2Cl)CC1,.,.,12%,15,39%[activator],.,.
Cc1cccc(C(=O)N2CCC(N3CCN(Cc4ccc(F)cc4)C(=O)C3=O)CC2)c1,.,.,-12%,-13,33%[activator],.,.
COc1ccc(CCC(=O)Nc2nc3ccc(Cl)cc3s2)cc1OC,.,i,-6%&-14%,-3,-1%,.,.
Cc1cccc(NC(=O)NC2COc3ccccc3C2)c1C (configuration not stated),.,.,9%,-7,-1%,.,.
O=C1Cc2c(-c3ccc(Oc4ccccc4)cc3)n[nH]c2CN1CCc1ccncc1,79µM*,-17%[88.5 µM],-6%[87.6 µM],1,-26%[87.6 µM],?,-1%[172 µM]
CCOC(=O)C1CCCN(C(=O)C2CCN(c3nnc(C)c4c(C)n(-c5ccccc5)nc34)CC2)C1 (configuration not stated),.,.,3%,23,-10%,.,.
COc1ccc(-c2cc(C)no2)cc1S(=O)(=O)N1CCc2ccccc21,.,.,8%,2,-3%,.,.
O=C(CCC1CCCN(Cc2cnc(-c3ccccc3)s2)C1)Nc1ccccc1F (configuration not stated),?,-3%,-6%,-2,8%,?,5%
COC(=O)Cc1c(C)c2ccc3c(c2oc1=O)CN(Cc1ccccc1Cl)CO3,.,.,16%,-2,-4%,.,.
Cn1ncc2c(C(=O)NCC#N)cc(-c3ccc(F)cc3)nc21,?,.,.,2,.,35µM*,.
CN(C)c1cccc(C(=O)N2CCC(n3cc(-c4nc(C5CC5)no4)nn3)C2)c1 (configuration not stated),?,i,9%,-6,95%[activator],?,?
CCn1cc(-c2ccc(Cl)cc2)cc1C(=O)NCC1CCCO1 (configuration not stated),?,3%,6%,-7,-9%,-15%,?
O=C(NCc1ccc(Cl)cc1)c1nc2sccn2c1-c1ccccc1,?,i,-15%[87.6 µM],1,-21%[87.6 µM],?,.
CC(=O)N1C[C@@H]2CCCN3CCC[C@@H]([C@H]23)[C@H]1CCCC(=O)NCCC(C)C,1%,-29%,-2%,3,?,-3%,-12%
COc1ccc(NC(=O)c2ccc3c(c2)C(O)CCCCCN3C)cn1 (configuration not stated),?,i,-4%,4,67%[activator],?,?
Cc1ccc(CNC(=O)CCCN2C(=O)CCn3nc(-c4cn(C)c5ccccc45)cc32)cc1,.,.,-4%,-10,3%,.,.
O=c1cc(-c2ccccn2)oc2c(-c3ccc(CO)cc3)nccc12,?,-27%[88.5 µM],-4%[87.6 µM],8,?,?,-3%[172 µM]
O=C(c1ccc(F)cc1)N1CCCC(c2noc(COc3ccccc3)n2)C1 (configuration not stated),?,4%,-9%[12.5 µM],15,-21%,?,2%
CC(C)c1noc(-c2cccn3c(CNC(=O)Cc4ccc(F)cc4)nnc23)n1,i,3%,-2%,1,-9%,-2%,-5%
CCOc1ccc(NC(=O)CN2C(=O)C3(SCC(=O)N3c3ccc(F)cc3)c3ccccc32)cc1 (configuration not stated),.,.,7%,8,?,.,.
C#CCOc1ccc(C2C(C(=O)OC)=C(C)NC3=C2C(=O)c2ccccc23)cc1OCC (configuration not stated),.,.,?,-1,-12%,.,.
Cc1cccn2c(CN(C)CCc3cnn(C)c3)c(C(=O)N(C)CCc3ccccc3)nc12,-7%,-38%,?,4,-15%,-14%,0%
COc1ccc(S(=O)(=O)N2CCCC(Cn3cnc4cccnc43)C2)cc1 (configuration not stated),?,1%,-17%,-1,3%,-22%,-2%
c1cnc2c(c1)ncn2C1CCCCC1,-29%[230 µM],i,5%[87.6 µM],3,-7%[87.6 µM],i,-3%[230 µM]
c1nc(N2CCOCC2)c2c3c(sc2n1)CN(CC1CCCCC1)CC3,?,4%,7%,8,-27%,-18%,9%
COc1ccccc1-c1ccc(CN2CCC(NC(=O)Nc3ccccc3F)C2)cc1 (configuration not stated),28µM*,.,.,2,.,16µM*,.
COCC1CN(C)CC12CCN(Cc1ccc(OC)c(OC)c1Cl)CC2 (configuration not stated),?,-4%,-16%,28,23%,?,5%
CN1CCN(S(=O)(=O)C2CCS(=O)(=O)C2)CC1 (configuration not stated),16%,4%,1%,-7,5%,i,0%
